# Source: PubChem
# KCNK3 block: human KCNK3 channel inhibitors, primary screen, CHO cells, FluxOR thallium flux, B-score. 340,000 tested, 0.84% active. Potassium channel subfamily K member 3 (Homo sapiens), O14649. FluxOR fluorescence; stronger effect = lower value. B-score at 10 µM;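 active = B-score under library mean minus 4 SD, starting fluorescence ratio at most library mean plus 5 SD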;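 note: more negative B-score means stronger inhibition of thallium flux through KCNK3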
# KCNK9 block: KCNK9 potassium channel inhibitors, primary screen, HEK293 cells, thallium flux | AID 488922, 2010 | FluxOR thallium flux fluorescence; stronger effect = lower value | B-score at 10 µM | 310,000 tested, 1.2% active | Potassium channel subfamily K member 9 (Homo sapiens), Q9NPC2;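 active = ratio B-score over 3 SD below the library mean, with starting fluorescence within 5 SD of its mean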;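 note: negative B-score means less thallium flux so channel inhibition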
# Target sequence (Q9NPC2 whole entry, looked up): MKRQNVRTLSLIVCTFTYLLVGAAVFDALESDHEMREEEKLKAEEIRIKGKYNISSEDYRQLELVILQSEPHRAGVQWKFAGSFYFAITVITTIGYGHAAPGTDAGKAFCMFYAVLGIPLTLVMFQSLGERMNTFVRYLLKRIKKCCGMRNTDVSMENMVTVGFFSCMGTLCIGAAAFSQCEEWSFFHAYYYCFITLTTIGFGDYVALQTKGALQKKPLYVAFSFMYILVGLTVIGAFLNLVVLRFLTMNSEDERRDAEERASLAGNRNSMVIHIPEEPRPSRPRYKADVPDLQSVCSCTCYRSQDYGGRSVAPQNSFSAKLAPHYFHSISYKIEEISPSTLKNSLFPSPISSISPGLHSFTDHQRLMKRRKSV
# KCNQ1 inh: inhibitors of human KCNQ1 channel, primary screen, cell-based, thallium flux, high-throughput | CHO-K1 KCNQ1, FluxOR thallium flux fluorescence; stronger effect = higher value | 310,000 tested, 1.3% active | B-score at 10 µM;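 active = compounds whose thallium flux B-score, printed positive for inhibition, exceeds three library SD while starting fluorescence stays within three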;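 note: channel opened by potassium depolarization with thallium stimulus after 20 min compound exposure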
# RGS4 pot: RGS4 potentiators or activators, primary screen, cell-based, HEK293 M3R inducible RGS4, calcium flux; carbachol calcium flux Fluo4; stronger effect = lower value; B-score at 10 µM; 310,000 tested, 0.92% active;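 active = B-score of the integrated calcium signal more than 4 SD below the library mean, with starting fluorescence not abnormally high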;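 note: negative B-score means reduced calcium response which marks RGS4 activation or potentiation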
#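 Material: M3R-expressing HEK293 line, RGS4 induced by doxycycline | Schedule: Overnight RGS4 induction, 30 min dye load 37 °C, 20 min compound RT | Measured by: Fluo4 fluorescence kinetic imaging of calcium | Read-out: Integrated calcium ratio converted to B score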
# GSK3A inh: blockers of GSK3A enzyme activity – biochemical, luminescence, cell-free homogeneous, HTS, primary screen | Glycogen synthase kinase-3 alpha (Homo sapiens), P49840 | 320,000 tested, 0.1% active | inhibition, % at 10 µM | GSK-3 alpha kinase, ADP-Glo luminescence, 60 min;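 in the data active = inhibition above about 50%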;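 note: GST-tagged GSK-3 alpha with peptide substrate and 25 µM ATP; 0% = DMSO neutral wells and 100% = GW8510 positive control wells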
# Target sequence (P49840 whole entry, looked up): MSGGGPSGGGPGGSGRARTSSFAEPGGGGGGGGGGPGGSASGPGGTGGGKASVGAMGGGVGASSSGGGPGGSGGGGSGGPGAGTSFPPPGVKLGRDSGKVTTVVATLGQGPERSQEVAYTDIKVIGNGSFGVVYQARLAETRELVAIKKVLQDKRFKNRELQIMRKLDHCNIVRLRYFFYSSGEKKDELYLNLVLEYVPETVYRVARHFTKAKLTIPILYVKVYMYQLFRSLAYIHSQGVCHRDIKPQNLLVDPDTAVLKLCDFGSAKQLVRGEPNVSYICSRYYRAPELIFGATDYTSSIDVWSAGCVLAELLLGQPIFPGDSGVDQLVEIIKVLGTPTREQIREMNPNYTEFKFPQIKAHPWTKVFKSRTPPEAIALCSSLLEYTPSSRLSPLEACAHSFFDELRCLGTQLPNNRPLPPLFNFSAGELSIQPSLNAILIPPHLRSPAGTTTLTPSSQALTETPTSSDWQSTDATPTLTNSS
# RGS4 block: RGS4 inhibitors, primary screen, cell-based, HEK293 M3R inducible RGS4, calcium flux; AID 463165, 2010; Fluo-4 calcium flux; stronger effect = higher value; triggered by carbachol at its EC20; 310,000 tested, 0.45% active; B-score at 10 µM; Regulator of G-protein signaling 4 (Homo sapiens), P49798;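 active = B-score, a plate-corrected calcium signal, over three deviations above library mean, with baseline fluorescence within five deviations of library mean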;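 note: RGS4 expression induced by doxycycline in cells with stable M3 receptor; B-score is computed from the integrated fluorescence ratio over baseline after carbachol; higher B-score means a larger calcium signal and so more RGS4 inhibition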
# Target sequence (P49798 whole entry, looked up): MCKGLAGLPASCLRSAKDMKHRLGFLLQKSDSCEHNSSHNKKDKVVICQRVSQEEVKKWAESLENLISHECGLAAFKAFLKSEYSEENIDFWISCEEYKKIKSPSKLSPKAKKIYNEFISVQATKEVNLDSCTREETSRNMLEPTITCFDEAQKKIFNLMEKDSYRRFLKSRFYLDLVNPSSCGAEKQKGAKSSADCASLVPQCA
# PolyA inhibitor: polyadenylation inhibitors in yeast reporter cells, primary screen, luminescence, S. cerevisiae. S. cerevisiae SKY197-pL101 polyadenylation reporter, beta-gal luminescence; efflux-impaired pdr1/pdr3 knockout yeast; score 100 = 6 SD above DMSO. calls only at 12 µM. 300,000 tested, 0.02% active;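 active = lowest replicate activity score at least 50, where 100 means six control SD above control mean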;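 note: yeast exposed to compound for 9 h at 30 °C; higher score means more reporter readthrough which indicates perturbed polyadenylation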
# GSK3beta inhib: human GSK3beta kinase inhibitors, primary screen, biochemical, cell-free homogeneous, HTS; activity score (negative = inhibition), % at 10 µM; GST-GSK3beta kinase, ADP-Glo luminescence, 60 min; stronger effect = lower value; 300,000 tested, 0.038% active; Glycogen synthase kinase-3 beta (Homo sapiens), P49841;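 active = more than half of replicate wells score below -50%, meaning over 50% inhibition versus plate controls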;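 note: 0% = median DMSO wells and -100% = median GW8510 positive control wells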
#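 test system = GST-tagged human GSK3beta kinase, cell-free | reagent = 25 µM ATP with peptide substrate | dosing = one dose of 10 µM per compound | schedule = 60 min reaction, RT | detection = luminescent ADP-Glo measurement of ADP formed | control set = DMSO neutral wells and GW8510 at 20 µM as positive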
# Dyrk1A ADPGlo: rat Dyrk1A kinase inhibitors, primary screen, biochemical, single point, plate reader; Dual specificity tyrosine-phosphorylation-regulated kinase 1A (Rattus norvegicus), Q63470; AID 504441, 2011; inhibition, % at 12.5 µM; 310,000 tested, 0.43% active; ADP-Glo luminescence, NFATc1 peptide; in the data active = inhibition above about 50%;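 note: plate controls were vehicle with enzyme for no effect and no enzyme for full effect; many of its hits are not listed in these tables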
# KCNQ1 act: potentiators or activators of KCNQ1 channel, primary screen, cell-based, thallium flux, high-throughput; CHO-K1 KCNQ1, thallium flux FluxOR fluorescence; stronger effect = higher value; Potassium voltage-gated channel subfamily KQT member 1 (Homo sapiens), P51787; B-score at 10 µM; 310,000 tested, 0.35% active;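 active = fluorescence ratio B-score, a plate-corrected score, at least three library SD, with initial intensity B-score within 5 SD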
#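 Schedule – 37 °C overnight plating, 90-min dark dye load, 20-min compound pretreatment · System – stable KCNQ1 CHO-K1 line · Probe or stimulus – thallium- and potassium-containing depolarizing buffer · Measured by – kinetic FluxOR fluorescence, 10 s baseline plus 110 s post-stimulus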
# hERG protect: hERG rescue from dofetilide block, primary screen, cell-based, CHO-hERG, FluxOR thallium flux, dofetilide IC70. Voltage-gated inwardly rectifying potassium channel KCNH2 (Homo sapiens), Q12809. dofetilide IC70 present. activation (rescue from dofetilide block), less the hit threshold, % at 10 µM. 310,000 tested, 0.51% active;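 active = activation above the mean of controls blocked by dofetilide plus 5 SD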;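 note: thallium influx through hERG after potassium depolarization seen as dye fluorescence rise; in these data hits start at about 4.7%; inactives centre near -7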
# * hit, by the source's call; i = inactive; / = not tested or not shown. This is a subset. The share of hits here may be higher or lower than overall.
SMILES,KCNK3 block,KCNK9 block,KCNQ1 inh,RGS4 pot,GSK3A inh,RGS4 block,PolyA inhibitor,GSK3beta inhib,Dyrk1A ADPGlo,KCNQ1 act,hERG protect
COC(=O)C(C)(C)ONC(=O)Nc1ccccc1Br,i,i,i,i,-2,i,i,-3,1,i,-3
CCCCNC(=O)COc1ccccc1[N+](=O)[O-],i,i,i,i,-3,i,i,1,3,i,-3
CN1c2ccc(Cl)cc2C(=O)NC1c1ccc([N+](=O)[O-])s1 (stereo not drawn),i,i,i,i,0,i,i,-4,17,i,-14
C/C(=N\N1CCN(c2ccccc2)CC1)c1cccs1,i,i,i,i,-2,i,i,-1,11,i,-2
O=C(CSc1nnc(-c2ccc(OC(F)F)cc2)o1)N1CCOCC1,i,i,i,i,-1,i,i,-2,-8,i,-4
Cc1cc(C(=O)CSc2nnc(-c3ccncc3)n2-c2ccccc2)c(C)n1C,i,i,i,i,-1,i,i,-3,2,i,-14
CCOC(=O)c1[nH]c2ccccc2c1NC(=O)Nc1ccc(OC)cc1,i,i,i,i,-2,i,i,5,-12,i,-6
CCOc1ccc(NC(=O)C(C)Oc2ccccc2C(=O)Nc2ccc(C)c(Cl)c2)cc1 (stereo not drawn),i,i,i,i,-1,i,i,1,3,i,-10
COc1ccc(NC(=O)CSc2nnc(C)c3ccccc23)cc1,i,i,i,i,-3,i,i,0,6,i,-5
CC(C)CNC(=O)COC(=O)c1n[nH]c2ccccc12,i,i,i,i,0,i,i,2,2,i,-14
Cc1c(Cl)cnc(NC(=O)COC(=O)c2ccc([N+](=O)[O-])s2)c1Cl,i,i,i,i,3,i,i,-2,-2,i,-6
CCCC1=Nc2cc(C(=O)NCCN3CCOCC3)ccc2Sc2ccc(C)cc21,i,i,i,i,3,i,i,0,0,i,-9
Cc1cnc(CN(C)Cc2c(C(=O)N3CCc4ccccc4C3)nc3ccc(Cl)cn23)[nH]1,i,i,i,i,2,i,i,2,-1,i,-7
O=C(NC1(C(F)(F)F)NC(=O)N(C2CCCCC2)C1=O)C1CC1 (stereo not drawn),i,i,i,i,-4,i,i,-3,/,i,-10
COC(=O)c1ccccc1OCC(=O)N1CCN(c2ccc(Cl)cc2)CC1,i,i,i,i,9,i,i,0,-1,i,-13
COc1cccc(OC)c1C(=O)Nc1ccccc1N1CCCCC1,i,i,i,i,-1,i,i,0,2,i,-6
COc1cc(SC)ccc1C(=O)Nc1ccc(OCC(=O)N2CCOCC2)cc1,i,i,i,i,/,i,i,-2,3,i,-9
O=C1NC(c2ccc(-c3ccccc3[N+](=O)[O-])o2)C(C(=O)c2ccc(Cl)cc2)C(O)(C(F)(F)F)N1 (stereo not drawn),i,i,i,i,1,8.3*,/,0,0,i,-17
CCCCNS(=O)(=O)c1ccc2nc(SCC(=O)Nc3cc(C)cc(C)c3)[nH]c2c1,i,i,i,i,0,i,i,0,-3,i,-9
CCOc1ccc(-c2cc3nc(C4CCN(C(=O)OC(C)(C)C)CC4)c(C(=O)O)cn3n2)cc1,i,i,i,i,0,i,i,-2,17,i,-19
COc1ccc(/C=C2\SC(=S)N(CC(=O)N3CCN(C)CC3)C2=O)cc1,i,i,i,i,-1,i,i,-4,/,i,-15
CC(=O)N1CCc2c(sc(NC(=O)CCS(=O)(=O)c3ccccc3)c2C#N)C1,i,i,i,i,1,i,i,2,/,i,-10
CCCOC(=O)c1ccc(NC(=O)COC)cc1,i,i,i,i,-5,i,i,-5,-1,i,-10
NS(=O)(=O)c1ccc(NC(=S)NCC2CCCO2)cc1 (stereo not drawn),i,i,i,i,-1,i,i,1,2,i,-8
O=C(O)/C=C/C(=O)NC1CCCCC1,i,i,i,i,-2,i,i,-1,-3,i,-10
CCS(=O)(=O)N1CCN(c2ccc(C(=O)NC3C4CC5CC(C4)CC3C5)cc2[N+](=O)[O-])CC1 (stereo not drawn),i,i,i,i,1,i,i,-3,-4,i,-2
COc1cc(C(=O)Nc2ccc(NC(=O)c3ccccc3)nc2)cc(OC)c1OC,i,i,i,i,-1,i,i,-3,-2,i,-7
O=C(NCCc1ccccc1F)C1CCCN1S(=O)(=O)c1ccc2ccccc2c1 (stereo not drawn),i,i,i,i,-2,i,i,3,0,i,-15
CCc1ccccc1NC(=O)c1cc(S(=O)(=O)N(C)C)ccc1N1CCCC1,i,i,i,i,-1,i,i,4,-3,i,-12
COC(=O)C1=C(C)Nc2nnnn2C1c1cccnc1 (stereo not drawn),i,i,i,i,1,i,i,-4,-1,i,-6
Cc1cc(C)cc(SCc2noc(C(=O)NCCCN3CCOCC3)c2C(=O)NCCCN2CCOCC2)c1,i,i,i,i,-1,i,i,-4,17,i,-3
O=C(CCCn1c(=O)[nH]c2cc(Cl)ccc2c1=O)NCCCN1CCN(c2ccc(F)cc2)CC1,i,i,i,i,0,i,i,3,0,i,-13
COC(=O)c1ccsc1NC(=O)c1ccccc1,i,i,i,i,-1,i,i,3,2,i,-15
Cc1cc(N2CCOCC2)n2ncc(-c3ccc(Cl)cc3)c2n1,i,i,i,i,-3,i,i,-1,-2,i,-6
CCOC(=O)c1ccccc1N/C=C/C(=O)c1ccccc1,i,-16*,i,i,0,i,i,3,1,i,-5
CC(C)OC(=O)C1=C2SCC(=O)N2C(N)=C(C#N)C1,i,i,i,i,-2,i,i,-3,21,i,-4
CCCN(CCC)C(=O)Cn1c(=O)c2ccccc2n2c(=S)sc(-c3ccccc3C)c12,i,i,i,i,0,i,i,2,2,i,-1
COc1ccc2oc(=O)c(C(=O)N3CCCc4ccccc43)cc2c1,i,i,i,i,-2,i,i,1,-5,i,-1
O=C(NCCCn1ccnc1)C(Cc1ccccc1)N1C(=O)c2ccccc2C1=O (stereo not drawn),i,i,i,i,-2,i,i,-1,-3,i,-6
COC(=O)C(CCCCN1C(=O)C2C3C=CC(C3)C2C1=O)N1C(=O)C2C3C=CC(C3)C2C1=O (stereo not drawn),i,i,i,i,0,i,i,0,-1,i,-10
Cc1cc(=O)oc2c(C)c(OCC(=O)Nc3cccnc3)ccc12,i,i,i,i,1,i,i,5,3,i,-7
CC1=NN(c2ccccc2)C(=O)/C1=C/c1c(O)n(-c2ccc(F)c(Cl)c2)[nH]c1=O,/,i,i,i,6,i,i,2,/,12*,-27
O=C(COC(=O)c1ccc(Br)o1)NCCNC(=O)COC(=O)c1ccc(Br)o1,i,i,i,i,-1,i,i,-3,-3,i,-15
Clc1cccc(Cl)c1Cn1nnc(-c2cccs2)n1,i,i,i,i,-1,i,i,-1,6,i,-5
COc1ccc(CCNS(=O)(=O)c2csc(C(N)=O)c2)cc1OC,i,i,i,i,-1,i,i,0,1,i,-1
CC(SCC(=O)Nc1ccc(F)cc1)c1nc2ccccc2c(=O)[nH]1 (stereo not drawn),i,i,i,i,0,i,i,0,4,i,-9
N#CCSc1nnc(COc2ccccc2)n1-c1ccccc1,i,i,i,i,-1,i,i,-3,-6,i,-12
O=S(=O)(NCc1ccccc1F)NCc1ccccc1F,i,i,i,i,-2,i,i,3,-6,i,-3
O=C(c1ccccc1)N1CCN(CCc2ccccc2)CC1,i,i,i,i,2,i,i,-4,-3,i,-7
CNc1nc(-c2ccc3c(c2)CCN3C(=O)c2ccccc2F)c(C)s1,i,i,i,i,-2,i,i,4,-2,i,-7
Cn1c(SCC(=O)Nc2ccc(Br)cn2)nnc1C1CC1,i,i,i,i,43,i,i,-18,16,i,-4
c1ccc(-n2c(SCc3ccncc3)nnc2-c2ccco2)cc1,i,i,i,i,0,i,i,1,-6,i,-10
O=S(=O)(c1ccc2c(c1)OCCO2)N1CCN(c2nc(-c3cccnc3)nc3ccccc23)CC1,/,i,i,i,0,i,i,-2,/,i,-19
Cc1ccccc1OCc1nnc(SCC(=O)Nc2ccc(N3CCOCC3)c(Cl)c2)n1C,i,i,i,i,-1,i,i,0,1,i,-14
O=c1[nH]c(=O)n(Cc2ccccc2)c2c1C(C(F)(F)F)(C(F)(F)F)N=C(c1ccco1)N2,i,i,i,i,/,i,i,1,-4,i,-6
CN(C)c1nc2n(c(=O)n1)CCS2,i,i,i,i,15,i,i,-7,-9,i,-2
CCOC(=O)N1CCC(NC(=O)c2cccc3c2C(=O)N(Cc2cccnc2)C3)CC1,i,i,i,i,-1,i,i,-1,-2,i,-8
COC(=O)c1ccc(Nc2nc(C)nc3c2nnn3Cc2ccccc2)cc1,i,i,i,i,-5,i,i,0,-4,i,-8
COc1ccccc1C(=O)NCCC(=O)N(C)CC(=O)Nc1c(Cl)cccc1Cl,i,i,i,i,-1,i,i,0,7,i,-8
c1ccc(Cc2nnc3n2N=C(c2ccccc2)CS3)cc1,i,i,i,i,0,i,i,-3,5,i,-21
COc1ccccc1N(C)S(=O)(=O)c1ccc(C(=O)OCC(=O)Nc2ccccc2F)cc1,i,i,i,i,-2,i,i,/,/,i,-11
Cc1cccc(C)c1OCc1nnc(SCC(=O)NCc2ccccc2)o1,i,i,i,i,-1,i,i,2,2,i,-5
